Compound activity from PubChem.
Vif-APOBEC3G blk – qHTS for Inhibitors of Vif-A3G Interactions: qHTS; AID 602310, 2012; DNA dC->dU-editing enzyme APOBEC-3G (Homo sapiens), Q9HC16; actives 0.076% (n = 410,000); Potency, µM (top dose mostly 46.1 µM), for the others: top-dose activity, negative = active, actives largely listed as inhibitors; HeLa A3G-eYFP + Vif (tagged APOBEC3G with the HIV-1 protein that degrades it), YFP fluorescence, overnight;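 further: potency means the concentration at half of the fitted maximal effect; on the % scale 0 is the no-effect control and ±100 the full control effect; nearly all actives have a fitted effect of over 60% in size; hits raise eYFP signal because A3G escapes Vif-driven loss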
Target sequence (Q9HC16 whole entry, looked up): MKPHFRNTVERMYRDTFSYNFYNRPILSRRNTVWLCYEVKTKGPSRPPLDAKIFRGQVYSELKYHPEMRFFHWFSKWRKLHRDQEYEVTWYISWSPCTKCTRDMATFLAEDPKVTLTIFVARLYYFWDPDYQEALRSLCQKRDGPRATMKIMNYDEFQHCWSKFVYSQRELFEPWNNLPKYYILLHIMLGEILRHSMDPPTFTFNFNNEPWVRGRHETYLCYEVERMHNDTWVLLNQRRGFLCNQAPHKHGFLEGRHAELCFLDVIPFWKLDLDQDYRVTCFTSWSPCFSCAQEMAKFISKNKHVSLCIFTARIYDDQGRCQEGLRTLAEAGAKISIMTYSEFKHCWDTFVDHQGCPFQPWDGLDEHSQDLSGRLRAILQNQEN
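HeLa cells stably expressing Vif and C-terminally eYFP-tagged A3G, seeded overnight at 37 deg C, then exposed to compound by pintool overnight at 37 deg C. Rise in yellow fluorescence (Ex 488/Em 500-530, Acumen) marks blocked Vif-driven A3G degradation.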
ERG Ets-DNA blk – qHTS for Small Molecule Inhibitors of the ERG Ets/DNA interaction | Transcriptional regulator ERG (Homo sapiens), P11308 | fluorescence polarization, His-ERG Ets domain / labelled DNA | Potency, µM (doses to about 76.9 µM), for the others: at the highest dose FP activity, negative = inhibition, most hits filed as inhibitors | actives 0.028% (n = 370,000) | AID 624246, 2012; active means well fitted inhibition curve with a large enough effect in the polarisation, with a control signal flat; inconclusive means small, poorly fitted or top-dose-only effect, or effect the other way, or a change in a side signal; inactive means no such curve, though single readings can be large or run the other way; the % refers to the polarisation;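 further: polarization taken with two DNA probes labelled with fluorescein and Texas red; potency means the concentration at half of the fitted maximal effect; % of control where 0% means no effect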
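His-tagged ERG Ets domain (1 uM in the protein solution; 300mM KCl, 50mM Tris-HCl, 1mM EDTA, 1mM DTT, pH 7.5) received compound, then a probe mix of 5 nM fluorescein-DNA and 100nM Texas-615-DNA. Fluorescence polarization was read for both dyes.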
D2 ag – HTS Assay for Allosteric Agonists of the Human D2 Dopamine Receptor: Primary Screen for Agonists; actives 0.53% (n = 340,000); D(2) dopamine receptor (Homo sapiens), P14416; activation, % at 2 µM; HEK293 T-REx D2 cells, calcium flux agonist mode;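 active means activation over 3 SD above normal in the single-dose calcium agonist read, cut at about 30% in these data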; further: 0% is about no effect
Target sequence (P14416 whole entry, looked up): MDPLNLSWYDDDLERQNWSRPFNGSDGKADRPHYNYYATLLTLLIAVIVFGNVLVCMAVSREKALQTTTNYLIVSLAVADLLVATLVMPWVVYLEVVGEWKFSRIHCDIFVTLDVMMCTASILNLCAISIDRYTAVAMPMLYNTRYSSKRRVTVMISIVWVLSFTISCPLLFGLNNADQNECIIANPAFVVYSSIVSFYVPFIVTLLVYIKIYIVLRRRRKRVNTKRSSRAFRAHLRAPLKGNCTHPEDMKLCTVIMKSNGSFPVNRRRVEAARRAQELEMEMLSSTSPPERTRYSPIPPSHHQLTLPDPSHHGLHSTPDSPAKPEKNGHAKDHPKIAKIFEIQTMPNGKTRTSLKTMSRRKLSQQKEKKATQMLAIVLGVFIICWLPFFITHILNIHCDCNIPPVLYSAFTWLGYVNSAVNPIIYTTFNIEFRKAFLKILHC
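Tetracycline-induced HEK293 Trex cells with D2 receptor force-coupled to calcium signaling, plated overnight at 30 C and loaded with no-wash calcium dye. Calcium flux read kinetically for 180 s after compound addition; responses flag agonists.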
D2 antag – HTS Assay for Allosteric Antagonists of the Human D2 Dopamine Receptor: Primary Screen for Antagonists; D(2) dopamine receptor (Homo sapiens), P14416; HEK293 TREx D2 cells, calcium flux, dopamine EC80; inhibition, % at 10 µM; actives 2% (n = 340,000); AID 485344, 2010; in the data active means inhibition above about 30%; further: 0% is about no effect
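Inhibition of EC80 dopamine-driven calcium flux, recorded kinetically, defines activity here; cells are a tetracycline-induced HEK293 T-REx line expressing force-coupled D2.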
LDHA block – qHTS assay for inhibitors of human lactate dehydrogenase | purified LDHA, NADH/diaphorase-resazurin fluorescence; active compounds read low | activity change, % (values are at about 110 or 230 µM) | actives 0.15% (n = 480,000) | AID 1347041, 2019; in the data active means activity change below about -30%; inconclusive means mostly about -25% to -30%;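 further: plate controls were DMSO wells for no effect and wells without enzyme for full effect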
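Resorufin fluorescence (ex540/em590), read at 0 and 20 min after diaphorase/resazurin addition, reports the NADH left after a 5 min room-temperature reaction of 2 nM human LDH5 with 0.06 mM NADH and 0.2 mM pyruvate.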
Vif-APOBEC3F blk – qHTS for Inhibitors of Vif-A3F Interactions: qHTS. AID 602313, 2012. HeLa A3F-eYFP + Vif (tagged APOBEC3F with the HIV-1 protein that degrades it), YFP fluorescence increase. actives 0.2% (n = 390,000). Potency, µM (titrated, usually from 46.1 µM), for the others: at the highest dose activity, negative = active; further: potency means the concentration at half of the fitted maximal effect; % of control where 0% means no effect; nearly all actives have a fitted effect of over 65% in size
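HeLa cells stably expressing A3F-eYFP plus Vif, plated and incubated overnight at 37 deg C, then exposed to compounds overnight at 37 deg C. Blocked degradation read as raised yellow fluorescence (Ex 488/Em 500-530).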
ALOX12 inh – Primary qHTS assay for inhibitors of human arachidonate 12S-lipoxygenase (ALOX12): Round 2; Polyunsaturated fatty acid lipoxygenase ALOX12 (Homo sapiens), P18054; purified 12hLO, xylenol orange hydroperoxide absorbance; Potency, µM (highest dose often 108 µM), for the others: at the highest dose activity change, negative = inhibition, most hits filed as inhibitors; actives 1.1% (n = 580,000); AID 1671190, 2021; further: potency means the concentration at half of the fitted maximal effect; on the % scale 0 is the no-effect control and ±100 the full control effect
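Purified human 12hLO at 150 nM in 25 mM Hepes, 0.01% Triton X-100, pH 7.0, preincubated 15 min at room temperature with compound. Reaction started with 40 uM arachidonic acid, 30 min at room temperature. Hydroperoxide measured by Fe-xylenol orange, 573/405 nm absorbance ratio.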
RGS4 inhibitor – Inhibitors of Regulator of G Protein Signaling (RGS) 4: qHTS; Potency, µM (titrated, usually from 114 µM), for the others: at the highest dose activity change, negative = inhibition, actives largely listed as inhibitors; Regulator of G-protein signaling 4 (Homo sapiens), P49798; actives 0.039% (n = 390,000); Transcreener GDP fluorescence polarization, RGS4-accelerated GTP hydrolysis; AID 504845, 2011; further: potency means the concentration at half of the fitted maximal effect; on the % scale 0 is the no-effect control and ±100 the full control effect; nearly all actives have a fitted effect of over 75% in size; some results filed as inactive show a strong effect at the top dose
Target sequence (P49798 whole entry, looked up): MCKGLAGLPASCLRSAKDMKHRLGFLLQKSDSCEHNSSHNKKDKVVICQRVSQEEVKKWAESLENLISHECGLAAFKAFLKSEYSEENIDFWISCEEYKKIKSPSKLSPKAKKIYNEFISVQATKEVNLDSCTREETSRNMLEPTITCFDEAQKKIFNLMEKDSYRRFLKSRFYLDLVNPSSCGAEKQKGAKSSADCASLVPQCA
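MLSMR compounds (23 nl, pin-transferred) preincubated 10 min at room temperature with a 500nM (2x) first reagent, then RGS4 at 900nM (2x) plus Transcreener GDP mix added; fluorescence polarization (620/688 nm) read before and after 90 min at 30 °C.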
Glioma ERSR ind – qHTS for Inducers of the Endoplasmic Reticulum Stress Response (ERSR) in Human Glioma: qHTS; Potency, µM, inactives show at the top dose activation, actives largely listed as activators; AID 602332, 2012; actives 0.02% (n = 420,000); U87-MG GRP78 promoter luciferase reporter, 16 h; further: potency means the concentration at half of the fitted maximal effect; series mostly up to about 76 µM; % of control where 0% means no effect; nearly all actives have a fitted effect of over 35% in size
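Stably transfected U87-MG human glioma cells carrying a GRP78-based luminescent sensor were seeded at 1000 cells/well, pin-dosed with compounds and incubated 16 h. Luciferase reagent was then added, and end-point luminescence was read after 10 min at room temperature.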
The depositor's hits bear a star; i = inactive; ? = inconclusive; . = no result given; & = joins results of further samples; [ ] = remark or other dose. Unless noted, the call rests on the fitted dose curve; in most records, active means well fitted curve in the direction sought with a large enough effect; inconclusive means small, poorly fitted or top-dose-only effect, or another doubt; inactive means no such curve, though single readings can be large; an effect the other way counts as inactive or inconclusive. Not all compounds are listed; the hit share may differ from the screen's.

Results follow in this order: Vif-APOBEC3G blk	ERG Ets-DNA blk	D2 ag	D2 antag	LDHA block	Vif-APOBEC3F blk	ALOX12 inh	RGS4 inhibitor	Glioma ERSR ind
1) Cc1ncc([N+](=O)[O-])n1CCOC(=O)NC(NCc1ccccc1)C(Cl)(Cl)Cl (centres undefined)
  -1%	5%	-0.5	10	-1	-2%	8%	0%	-3%
2) C=CCNc1nc(NCCOC)c2sc(-c3ccccc3)cc2n1
  -2%	.	.	.	-5	.	?	.	-2%
3) Cc1ccc(NC(=O)Cc2nnc(SCC(=O)Nc3nncs3)n2C)cc1
  1%	12%	-0.9	-14	-8	-14%	2%	31%	-5%
4) CCc1nn(CC(=O)NCCCN(C)Cc2ccccc2)c(=O)c2cc3sc(C)cc3n12
  2%	-2%	-0.8	0	0	-1%	0%	-14%[56.9 µM]	-2%
5) COc1ccccc1NC(=O)c1cc2c([nH]c1=O)CC(C)(C)CC2=O
  2%	0%	0.2	.	-13	-1%	-9%	21%	1%
6) O=C(Nc1ccccc1Cl)c1cc(C2CCCN(C(=O)c3ccc4c(c3)CCO4)C2)on1 (centres undefined)
  0%	.	.	.	-12	.	-1%	.	-3%
7) Fc1ccccc1CNCc1ccc2c(c1)OCO2
  1%	-1%	-0.7	-11	4	-12%	0%	-12%	1%
8) Cc1nc2ccc(Nc3ccncc3)cc2s1
  0%	2%	2.2	-12	2	0%	8%	-15%	-3%
9) Cc1ccc(C)c(NC(=O)C(C)n2c(=O)cc(C(F)(F)F)c3c(C)nn(C)c32)c1 (centres undefined)
  -3%	-4%	0.2	.	-1	-4%	-1%	-15%	-2%
10) COc1ccc(Cl)cc1-c1cc(C(=O)NCc2ccccc2)[nH]n1
  -11%	.	.	.	-3	.	-5%	.	-1%
11) CCCCC(CC)CNC(=O)c1ncn[nH]1 (centres undefined)
  -5%	0%	-0.1	10	3	3%	5%	-21%	-1%
12) Oc1ccccc1C1C=C(c2ccc3c(c2)OCO3)NC(c2ccc(Br)cc2)N1 (centres undefined)
  -19%	.	.	.	-3	.	.	-18%	?
13) O=C(O)CN1C(=O)/C(=C\c2cc(Br)ccc2OCc2ccccc2Cl)SC1=S
  -10%	11%	0.2	-24	-21	4%	?	?	0%
14) CN(C)c1ccc(C(C(=O)NC(C)(C)C)N(C(=O)c2csnn2)C2CC2)cc1 (centres undefined)
  1%	-1%	-1.2	-5	9	5%	-6%	6%	0%
15) CCOc1cc(C(=O)OCc2ccc([N+](=O)[O-])cc2)ccc1OCC(=O)N1CCOCC1
  0%	-7%	-0.6	-6	-4	-1%	0%	-11%	-2%
16) Cc1ccc(NC(=O)COC(=O)/C=C/c2ccccc2)cc1S(=O)(=O)N1CCOCC1
  0%	3%	1.9	12	-2	0%	-8%	-9%	-2%
17) O=c1ccc2c(o1)/C(=C/C=C(Cl)Cl)CCC2
  -8%	-5%	-2.1	15	-9	6%	0%	3%[11.4 µM]	-4%
18) O=C(COC(=O)CC1CCCCC1)Nc1c(Cl)cccc1Cl
  6%	-15%	-0.6	-28	2	0%	0%	-27%	-3%
19) CCOc1cc(C(=O)NCc2ccco2)cc(OCC)c1OCC
  0%	4%	.	.	-1	-4%	-1%	-6%	-5%
20) Cc1nc2cc(S(=O)(=O)N3CCC(C(=O)O)CC3)ccc2n1C1CCCC1
  0%	0%	-0.5	-7	-1	1%	414%[activator]	4%	-6%
21) CO/C([O-])=N/c1c[n+](-c2ccc(Cl)cc2)no1
  -6%	-16%	-0.6	7	-1	-5%	25µM*	2%	-2%
22) COc1c(C)cccc1C(=O)NC(=S)Nc1ccccc1N1CCCC1
  0%	-8%	-3.0	3	0	0%	?	-28%	13%
23) COc1ccc(Oc2ccccc2/C=C/C(=O)O)cc1
  0%	2%	-0.8	-23	-5	-12%	?	14%	-2%
24) CCOC(=O)c1sc(NS(=O)(=O)c2ccc(C)cc2)nc1C
  2%	8%	1.9	-4	2	-11%	?	-30%	-2%
25) COc1cccc(CN2CCN(S(=O)(=O)c3ccc(Cl)s3)CC2)c1
  -4%	-3%	-0.3	18	-2	-4%	-18%	-5%	-2%
26) O=C(Oc1oc(-c2ccco2)nc1C=Nc1ccccc1)c1ccco1
  -2%	3%	-0.2	-3	-1	-14%	.	?	-6%
27) COc1ccccc1C(=O)N1CCN(c2cccc(C(F)(F)F)c2)CC1
  -18%	3%	-0.6	-3	1	-2%	-16%	-20%	-12%
28) O=C(NCc1ccccn1)C(C(=O)c1cccc([N+](=O)[O-])c1)n1cc(Cl)ccc1=O (centres undefined)
  1%	2%	0.6	19	2	2%	13%	-2%	-1%
29) COc1ccc(C2/C(=C(/O)c3ccccc3)C(=O)C(=O)N2c2ncccn2)cc1OC (centres undefined)
  -5%	1%	0.5	1	-5	-2%	-11%	20%	1%
30) CCCCCC1C(=O)CCC1CC(=O)OC (centres undefined)
  -5%	-1%	.	.	-12	-3%	10%	9%	-3%&-3%
31) CCC(CC)N1CCN(C(=O)c2cc(OC)c(OC)c(OC)c2)CC1
  0%	6%	0.6	2	-15	0%	?	8%	-3%
32) CCC(C)n1c(=N)c(S(=O)(=O)c2ccc(C)cc2)cc2c(=O)n3cc(C)ccc3nc21 (centres undefined)
  1%	-1%	3.6	.	-2	3%	-24%	-27%	-1%
33) N=c1c2ccccc2nc2n1CCCCC2
  -2%	.	.	.	-11	0%	0%	.	-2%
34) Cc1cccc(-c2nc(SCC(=O)Nc3cccc(C(F)(F)F)c3)n3[nH]c(=O)cc3n2)c1
  0%	-7%	0.1	.	5	-1%	-16%	-45%	-1%
35) Cc1ccc(SCC(=O)OCC(=O)NC2(C#N)CCCCC2)cc1
  2%	-6%	-0.6	-3	-9	-8%	i	-15%	0%
36) CN1CCCN(C(=O)c2ccc(Cl)c(S(=O)(=O)N(C)c3ccccc3)c2)CC1
  0%	.	1.6	-8	-2	0%	-22%	-8%	4%
37) O=C1/C(=C/c2cccs2)N=C(c2cccs2)N1Nc1ccccc1
  -8%	1%	0.7	-8	-2	.	0%	27%	7%
38) CC(=O)Nc1ccc2nc(-c3ccco3)[nH]c2c1
  -5%	15%	-0.6	20	-8	8%	-9%	28%	0%
39) COc1ccccc1NS(=O)(=O)c1cccc(C(=O)NN)c1
  -1%	7%	1.0	2	-12	-8%	-18%	1%	-4%
40) CC(/C=N/NC(=O)c1cc(C2CC2)[nH]n1)=C\c1ccccc1
  -26%	-10%	-0.3	-12	-10	-1%	0%	-8%	1%
41) COc1cccc(C(=O)NC2=NCCS2)c1
  2%	6%	0.3	10	-5	2%	-9%	8%	-3%
42) Cc1nc2nc(SCC(=O)NCCCN3CCCC3)nn2c(C)c1Cc1ccccc1Cl
  2%	3%	-0.3	6	-8	?	27%	-5%	-1%
43) O=C(Nc1ccc2oc(-c3ccccc3)nc2c1)c1cccs1
  2%	8%	0.5	-10	-4	0%	-6%	-49%	-2%
44) C=CCOc1ccc(/C=C/C(=O)OCC(=O)NCc2ccco2)cc1
  -6%	-5%	-0.1	7	-7	3%	-2%	8%	-1%
45) COc1ccc2ccccc2c1CN1CCN(C(=O)c2ccco2)CC1
  -8%	-13%	69*	89*	1	-6%	?	-20%	-4%
46) Cc1ccsc1C(=O)NCCC(c1ccccc1)c1ccccc1
  -11%	-8%	1.8	-5	-9	-11%	-18%	8%	0%
47) CCN(CC)c1ccc(C2C(C(=O)OC(C)C)C(=O)CC(C)(O)C2C(=O)OC(C)C)cc1 (centres undefined)
  -1%	0%	-2.5	-9	-3	-12%	-3%	-3%	-4%
48) c1ccc2nc3c(nc2c1)c1ccccc1n3CCN1CCOCC1
  -13%	-15%	1.2	-4	9	?	-1%	6%	-6%
